Screening data from PubChem.
MCF10A rereplic – inducers of DNA re-replication in MCF 10A breast cells | 350,000 tested, 2.9% active | Potency, µM (top dose mostly 46.1 µM), for inactives: at the highest dose activity, positive = re-replication, usual class: activators | AID 624296 | MCF 10A DNA re-replication, Hoechst nuclear intensity, 48 h; active = well fitted activation curve with a large enough effect; inconclusive = small, poorly fitted or top-dose-only effect; inactive = no such curve, though single readings can be large or run the other way; also: % of control where 0% means no effect; nearly all actives have a fitted effect of over 50% in size
* hit, by the source's call; ? = inconclusive; [ ] = dose if it differs, or a comment. Potency is read from the fitted curve at half-maximal effect.

SMILES | MCF10A rereplic
COC(=O)[C@@H](NC(=O)O[C@@H]1C(=O)c2ccc(OC)cc2O[C@H]1c1cccc(C(F)(F)F)c1)C(C)C | 11%
CN(C)CCc1c[nH]c2ccc(CC3COC(=O)N3)cc12 (stereo not given) | -1%
C=C1/C(=C\C=C2/CCC[C@]3(C)[C@@H]([C@H](C)CCCC(C)(C)O)CC[C@@H]23)C[C@@H](O)C[C@@H]1O | 21µM*
C[N+]1(C)CCC[C@@H](OC(=O)C(O)(c2ccccc2)c2ccccc2)C1 | -1%[20.6 µM]
CC(C)=CCC/C(C)=C/C=C/C(C)=C/C=C/C(C)=C/C=C/C=C(C)/C=C/C=C(C)/C=C/C=C(\C)CCC=C(C)C | ?
O=C(O)COc1ccc(CCNS(=O)(=O)c2ccccc2)s1 | -1%
O=C(C(=O)N1CCc2ccccc2C1)N1CCc2ccccc2C1 | -4%
C#CCOCCOCCOCCNc1nc(N2CCN(C(=O)[C@H](C)n3cc(CCCN=C(N)N)nn3)CC2)nc(N2CCN(C(=O)[C@H](CCCCN)n3cc(CCCC)nn3)CC2)n1 | 8%
CC(C)(C)NC[C@H](O)c1cc(O)cc(O)c1 | 8%
CN(C)[C@@H]1C(=O)C(C(=O)NCN2CCCC2)=C(O)[C@@]2(O)C(=O)C3=C(O)c4c(O)cccc4[C@@](C)(O)C3CC12 (stereo not given in full) | -3%
OCC1OC([S-])[C@H](O)C(O)C1O.[Au+] (stereo not given in full) | 30µM*
CCC(=O)O[C@@H](OP(=O)(CCCCc1ccccc1)CC(=O)N1C[C@H](C2CCCCC2)C[C@H]1C(=O)O)C(C)C (stereo not given in full) | 15%
O[C@@](CCN1CCCC1)(c1ccccc1)C1CCCCC1 | -3%[20.6 µM]
Cc1ccc(C(C)(C)c2ccc(C)cc2)cc1 | 2%
CCCC(=O)Nc1ncnc2c1ncn2C1OC2COP(=O)(O)OC2C1OC(=O)CCC (stereo not given) | 0%
COc1cc(N[C@@H](C)CCCN)c2ncccc2c1 | -4%[20.6 µM]
COC(=O)C1=C(C)N(CCc2cc(OC)c(OC)c(OC)c2)C(=O)N[C@H]1c1ccc(Br)cc1 | 25%
CC1=C(/C=C/C(C)=C/C=C/C(C)=C/C=C/C=C(C)/C=C/C=C(C)/C=C/C2=C(C)C(=O)CCC2(C)C)C(C)(C)CCC1=O | 10%
COc1ccc(CNC(=O)C2CCN(S(=O)(=O)c3cccc4cccnc34)CC2)cc1 | 0%
COc1ccc(C(=O)CCC(=O)O)c2ccccc12 | 1%
CO[C@]1(NC(=O)CSCC#N)C(=O)N2C(C(=O)O)=C(CSc3nnnn3C)CS[C@H]21 | 8%
CC1C(=O)CC2C3(C)CCC2(C(C)C(=O)O)C(=O)C13 (stereo not given) | -3%
CCOCCn1c(CN2CCC(C)CC2)nc2c1c(=O)n(C)c(=O)n2C | 4%
C1CCN=C(NC23CC4CC(CC(C4)C2)C3)CC1 | ?
CCCCCCN(C(=O)CCCCCN1C(=O)NC(c2ccc(Cl)cc2)C(C(=O)OCc2ccccc2)=C1C)C(C(=O)NCCCC)c1ccc(OCC(=O)OC)c(C(=O)OC)c1 (stereo not given) | 12%
CCOc1ccccc1O[C@@H](c1ccccc1)[C@@H]1CNCCO1 | 13%
COc1ccc(S(=O)(=O)N(CC(=O)NCc2cccnc2)c2ccc(F)cc2)cc1OC | 1%
O=C(N/N=C/c1ccco1)c1cc(C2CC2)nc2ccccc12 | ?
NCC1CCC(N)C(O[C@@H]2C(O)[C@H](O[C@H]3OC(CO)C(O)C(N)C3O)[C@@H](N)C[C@H]2N)O1 (stereo not given in full) | 1%
CCCCCCC(O)C/C=C/CCCCCCCC(=O)O (stereo not given) | ?
COc1cc2c(cc1NC(=O)CSc1nc3ccc(C)cc3[nH]1)oc1ccccc12 | 5.2µM*
C[C@H](C(=O)O)c1cccc(Oc2ccccc2)c1 | 3%[20.6 µM]
CO/N=C(/C(=O)N[C@@H]1C(=O)N2C(C(=O)O)=C(CSc3cnns3)CS[C@H]12)c1csc(N)n1 | 0%
CC(C)C(NC(=O)C(CC(=O)O)NC(=O)C(CCCCN)NC(=O)C(N)CCCN=C(N)N)C(=O)NC(Cc1ccc(O)cc1)C(=O)O (stereo not given) | 1%
NC[C@@H]1O[C@@H](O[C@H]2[C@H](O)[C@H](O[C@@H]3O[C@H](CO)[C@@H](O)[C@H](N)[C@@H]3O)[C@@H](N)C[C@H]2N)[C@H](N)C[C@@H]1O | 0%[20.6 µM]
CC(C)NC[C@H]1CCc2cc(CO)c([N+](=O)[O-])cc2N1 | -5%[20.6 µM]
NC(=O)OC[C@@H]1[C@H](NC(=O)/C(=N/OCC(=O)O)c2csc(N)n2)C(=O)N1S(=O)(=O)O | 0%
CC12CCC(C1)C(C)(C)C2=O (stereo not given) | 0%
O=C1O[C@H](CN2CCOCC2)CN1/N=C\c1ccc([N+](=O)[O-])o1 | 1%[20.6 µM]
CCCCCCCCCCCC(=O)N(CCO)CCO | 28%

Exported as a markdown table: entries from further up.
| SMILES | MCF10A rereplic |
| --- | --- |
| CO[C@]1(NC(=O)CSCC#N)C(=O)N2C(C(=O)O)=C(CSc3nnnn3C)CS[C@H]21 | 8% |
| CC1C(=O)CC2C3(C)CCC2(C(C)C(=O)O)C(=O)C13 (stereo not given) | -3% |
| CCOCCn1c(CN2CCC(C)CC2)nc2c1c(=O)n(C)c(=O)n2C | 4% |
| C1CCN=C(NC23CC4CC(CC(C4)C2)C3)CC1 | ? |

A draw from above in order of count of non-hydrogen atoms, ascending.
SMILES | MCF10A rereplic
OCC1OC([S-])[C@H](O)C(O)C1O.[Au+] (stereo not given in full) | 30µM*
CC(C)C(NC(=O)C(CC(=O)O)NC(=O)C(CCCCN)NC(=O)C(N)CCCN=C(N)N)C(=O)NC(Cc1ccc(O)cc1)C(=O)O (stereo not given) | 1%
C#CCOCCOCCOCCNc1nc(N2CCN(C(=O)[C@H](C)n3cc(CCCN=C(N)N)nn3)CC2)nc(N2CCN(C(=O)[C@H](CCCCN)n3cc(CCCC)nn3)CC2)n1 | 8%

Continued.
SMILES | MCF10A rereplic
CCCCC(C)(O)C/C=C/[C@H]1[C@H](O)CC(=O)[C@@H]1CCCCCCC(=O)OC (stereo not given in full) | ?
NC(=O)c1cc[n+](CC2=C(C(=O)O)N3C(=O)[C@@H](NC(=O)[C@H](c4ccccc4)S(=O)(=O)[O-])[C@@H]3SC2)cc1 | 1%[20.6 µM]
O=C(O)C1=C(CSc2nnnn2CS(=O)(=O)O)CS[C@@H]2[C@H](NC(=O)[C@H](O)c3ccccc3)C(=O)N12 | 5%
COCCN1C(=O)N[C@@H](c2ccc(Br)cc2)C(C(C)=O)=C1C | 7%
OCl | 3%
CCCOc1ccc2nc(NC(=O)OC)sc2c1 | ?
OCCN1CC(O)C(O)C(O)C1CO (stereo not given) | 4%
CCN(CC)C(=O)[C@@]1(c2ccccc2)C[C@@H]1CN | 1%
CC(=O)Nc1c(I)c(C(=O)O)c(I)c(N(C)C(C)=O)c1I | -2%
CCC(=O)O[C@@]1(C(=O)CCl)C(C)CC2C3CCC4=CC(=O)C=C[C@@]4(C)[C@]3(F)C(O)C[C@]21C (stereo not given in full) | 2%
OCC1OC(O)C(O)C(O)C1O (stereo not given) | 10%
COc1ccc(O[C@H]2C=C[C@@H](c3ccccc3)O[C@@H]2COC(=O)CC/C(C)=N/O[C@H](C)c2cn([C@@H]3COC[C@H]3O)nn2)cc1 | ?
Cc1onc(-c2c(F)cccc2Cl)c1C(=O)NC1C(=O)N2C1SC(C)(C)C2C(=O)O (stereo not given) | 4%
CC[C@@H]1OC(=O)[C@H](C)[C@H](O[C@@H]2C[C@](C)(OC)[C@H](O)[C@H](C)O2)[C@H](C)[C@H](O[C@@H]2O[C@@H](C)C[C@@H](N(C)C)[C@@H]2O)[C@](C)(O)C[C@H](C)C(=NOCOCCOC)[C@H](C)[C@H](O)[C@]1(C)O | -4%[20.6 µM]
CC1=C(C(=O)OCC(Br)(Br)Br)C(c2ccc(Br)cc2)NC(=O)N1CCCC(=O)O (stereo not given) | ?
Cc1ccccn1 | 8%
CC(C)(C)NC[C@@H](O)c1ccc(O)c(CO)n1 | -1%
O=C(O)/C=C\c1ccc(Cn2ccnc2)cc1 | 1%[20.6 µM]
CCC1OC(=O)C(C)[C@@H](O[C@H]2C[C@@](C)(OC)C(O)C(C)O2)C(C)[C@@H](O[C@@H]2OC(C)CC(N(C)C)C2O)[C@@](C)(O)CC(C)C(=O)[C@@H](C)C(O)[C@]1(C)O (stereo not given in full) | -2%
CCCCCCC(=O)Cc1cc(OC)c(OC)cc1C=C(C(=O)OCC)C(=O)OCC | ?

Single values from above.
Cc1onc(-c2c(F)cccc2Cl)c1C(=O)NC1C(=O)N2C1SC(C)(C)C2C(=O)O (stereo not given) in MCF10A rereplic shows 4%
COc1ccc(C(=O)CCC(=O)O)c2ccccc12 in MCF10A rereplic shows 1%

The list goes on.
SMILES | MCF10A rereplic
O=C(NNC(=O)C1C2CCC(C2)C1C(=O)O)c1ccc(Br)o1 (stereo not given) | 2%
CCOC(=O)C(CCc1ccccc1)NC(C)C(=O)N1Cc2cc(OC)c(OC)cc2CC1C(=O)O (stereo not given) | 12%
CCC[C@H]1C(=O)N2C(N(C)C)=Nc3ccc(C)cc3N2C1=O | -3%[20.6 µM]
CC(=O)c1ccc2c(c1)N(CCCN1CCN(CCO)CC1)c1ccccc1S2 | 20%
O=P(O)(O)OP(=O)(O)OP(=O)(O)O | 0%
C[S+](C)CC[C@H](N)C(=O)O | 3%
O=C(COC(=O)/C=C/c1cccc(Cl)c1)Nc1ccccc1-c1ccccc1 | 1%
CC1C2CCC3C4CC=C5CC(N(C)C)CC[C@@]5(C)C4CC[C@@]32CN1C (stereo not given in full) | -2%

Grouped by structure: those above containing a Cl atom
SMILES | MCF10A rereplic
CCCCCCN(C(=O)CCCCCN1C(=O)NC(c2ccc(Cl)cc2)C(C(=O)OCc2ccccc2)=C1C)C(C(=O)NCCCC)c1ccc(OCC(=O)OC)c(C(=O)OC)c1 (stereo not given) | 12%
OCl | 3%
CCC(=O)O[C@@]1(C(=O)CCl)C(C)CC2C3CCC4=CC(=O)C=C[C@@]4(C)[C@]3(F)C(O)C[C@]21C (stereo not given in full) | 2%
Cc1onc(-c2c(F)cccc2Cl)c1C(=O)NC1C(=O)N2C1SC(C)(C)C2C(=O)O (stereo not given) | 4%
O=C(COC(=O)/C=C/c1cccc(Cl)c1)Nc1ccccc1-c1ccccc1 | 1%

Not all compounds are listed; the hit share may differ from the screen's.
